Screening results deposited in PubChem BioAssay by National Center for Advancing Translational Sciences (NCATS).
KCNH2 WT inh: qHTS for Inhibitors of KCHN2 3.1: Wildtype qHTS | Voltage-gated inwardly rectifying potassium channel KCNH2 (Homo sapiens), Q12809 | U2OS, BacMam KCNH2, thallium flux FluxOr; active compounds read low | activity change, % at 1.84 µM | 340,000 tested, 0.37% active | AID 720551, 2013;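 active means maximum activity change below -70%; inconclusive means maximum activity change between -70% and -50%; inactive means maximum activity change above -50%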
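U2OS cells transduced with wild-type KCNH2 virus are loaded with FluxOr dye for 45 min, and thallium flux is measured in kinetic reads before and after stimulation buffer. Rate constants are normalized to DMSO controls.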
USP2a block: qHTS Assay for Inhibitors of Ubiquitin-specific Protease USP2a Using CHOP2 as the Reporter | Ubiquitin carboxyl-terminal hydrolase 2 (Homo sapiens), O75604 | USP2 core, Ub-CHOP2 coupled fluorogenic reporter, 485/531 | Potency, µM (doses to about 38.3 µM), for inactives: at the top dose activity change, negative = inhibition, actives largely listed as inhibitors | 330,000 tested, 0.01% active;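 further: potency means the concentration at half of the fitted maximal effect; plate controls were DMSO wells for no effect and full inhibition by NEM control for full effect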
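Deubiquitinase activity read as fluorescence (485/531 nm) after Ub-CHOP2 cleavage activates the enterokinase reporter on its substrate; USP2 core 10nM, Ub-CHOP2 and substrate 25nM each, 30min compound preincubation then 60min RT; data normalized to NEM, curves fitted.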
GALK inh: qHTS Assay for Inhibitors of Human Galactokinase (GALK) | AID 1868, 2009 | 270,000 tested, 0.007% active | P51570 | Potency, µM (top dose mostly 57.5 µM), inactives show top-dose activity change, negative = inhibition, hits mostly inhibitors | Purified GALK, Kinase-Glo residual ATP luminescence; further: potency means the concentration at half of the fitted maximal effect
Target sequence (P51570 whole entry, looked up): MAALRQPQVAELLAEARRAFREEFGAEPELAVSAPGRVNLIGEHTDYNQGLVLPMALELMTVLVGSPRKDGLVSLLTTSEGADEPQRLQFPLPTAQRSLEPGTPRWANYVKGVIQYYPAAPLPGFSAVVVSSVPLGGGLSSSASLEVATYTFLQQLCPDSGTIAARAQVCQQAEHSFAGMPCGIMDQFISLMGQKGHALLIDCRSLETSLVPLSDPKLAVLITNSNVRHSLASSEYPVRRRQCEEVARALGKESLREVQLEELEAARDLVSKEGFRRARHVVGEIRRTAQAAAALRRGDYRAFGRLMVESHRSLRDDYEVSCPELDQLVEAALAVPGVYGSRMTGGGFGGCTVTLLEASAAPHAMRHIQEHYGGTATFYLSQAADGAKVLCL
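Compounds were pin-transferred into ATP buffer (35 uM final), then GALK plus galactose (5 nM, 100 uM final) was added. After 1 h at room temperature, Kinase-Glo Plus was added and luminescence read after 10 min.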
Eya2 inh: qHTS Assay for Inhibitors of the Phosphatase Activity of Eya2 | recombinant Eya2, OMFP fluorescence dephosphorylation (OMFP is methylfluorescein phosphate) | Potency, µM (series often up to 76.9 µM), for the others: at the highest dose activity, negative = inhibition, actives largely listed as inhibitors | 330,000 tested, 0.006% active; further: potency means the concentration at half of the fitted maximal effect
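Eya2 protein (added as 0.2 uM solution) was preincubated with compound for 10 min at ambient temperature in 50 mM HEPES pH 7.5, 50 mM NaCl, 5 uM MgCl2, 0.05% BSA, 1 mM DTT. OMFP (added at 50 uM) then reacted 10 min; fluorescence read at 485/525 nm.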
Giardia killer: Small Molecules that selectively kill Giardia lamblia: qHTS; activity change, % at 7.66 µM, hits read low; Giardia lamblia trophozoite viability; AID 540267, 2011; 340,000 tested, 0.15% active; in the data active means activity change below about -80%; inconclusive means between about -30% and that limit;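 further: parasites exposed to compound for two days anaerobically before the ATP read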
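Giardia lamblia trophozoites (100 cells/well) were incubated with compounds for 48 h at 37 deg C under anaerobic conditions. Viability was read as ATP content by one-step luminescence after 15-30 min at room temperature.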
FBPA coupling cs: qHTS Assay for Inhibitors of Fructose-1,6-bisphosphate Aldolase from Giardia Lamblia: Coupling assay counterscreen; coupling enzyme system counterscreen, AmpLite Red fluorescence; activity change, negative = inhibition, % at 58.2 µM, hits read low; 290,000 tested, 0.67% active; in the data active means activity change below about -30%
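Compounds tested against the coupling enzymes alone at 57.5 uM final; readout was AmpLite Red fluorescence (525/598 nm) after 20 min at RT.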
PKM2 activator: qHTS Assay for Activators of Human Muscle isoform 2 Pyruvate Kinase; Pyruvate kinase PKM (Homo sapiens), P14618; purified PKM2, Kinase-Glo ATP luminescence, activation; response scale: 0% is enzyme alone, no compound; Potency, µM (highest dose often 57.5 µM), without a hit: at the top dose activation, most hits filed as activators; 260,000 tested, 0.34% active; AID 1631, 2009; further: potency means the concentration at half of the fitted maximal effect; nearly all actives have a fitted effect of over 55% in size
Target sequence (P14618 whole entry, looked up, canonical isoform): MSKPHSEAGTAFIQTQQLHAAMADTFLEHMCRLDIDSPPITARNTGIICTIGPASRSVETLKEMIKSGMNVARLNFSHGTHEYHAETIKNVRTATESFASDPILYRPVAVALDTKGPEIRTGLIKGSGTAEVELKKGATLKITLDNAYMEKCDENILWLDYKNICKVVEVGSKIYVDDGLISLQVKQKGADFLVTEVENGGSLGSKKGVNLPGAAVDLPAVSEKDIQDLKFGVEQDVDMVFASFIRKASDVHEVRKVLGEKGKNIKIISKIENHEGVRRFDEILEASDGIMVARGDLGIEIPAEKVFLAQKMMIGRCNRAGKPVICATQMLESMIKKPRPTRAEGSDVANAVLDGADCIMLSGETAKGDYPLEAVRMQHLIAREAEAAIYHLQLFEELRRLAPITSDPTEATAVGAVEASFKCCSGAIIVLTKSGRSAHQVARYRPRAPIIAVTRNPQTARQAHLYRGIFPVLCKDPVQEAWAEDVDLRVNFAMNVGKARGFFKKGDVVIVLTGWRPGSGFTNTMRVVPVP
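hPK-M2, >95% pure; 0.1 mM ADP / 0.5 mM PEP final; imidazole pH7.2 buffer w/ 7 mM MgCl2, 50 mM KCl; 1 h RT; Kinase-Glo lum. Intermediate enzyme activity for dual inhibitor/activator qHTS.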
Chronic BCR inh: qHTS Assay to Find Inhibitors of Chronic Active B-Cell Receptor Signaling; Potency, µM (titrated, usually from 46.1 µM), inactives show top-dose ratio change, negative = lower green/red ratio, hits mostly inhibitors; ABC-DLBCL IkBa-CBG/CBR reporter, luminescence ratio, 4 h; 340,000 tested, 0.05% active; active means well fitted inhibition curve with a large enough effect in the signal ratio, with a control signal flat, not every such curve was filed as active; inconclusive means small, poorly fitted or top-dose-only effect, or effect the other way, or a change in a side signal; the % refers to the signal ratio;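 further: potency means the concentration at half of the fitted maximal effect; plate controls were basal doxycycline-induced cells for no effect and cells given 10 µM MG132 for full effect; MG132 reads +100%, hits lower the ratio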
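Cell line TMD8 (human ABC DLBCL), stably expressing tet-inducible CBG68-IkBa fusion and CBR; IMDM/0.5% FBS; cpd up to 46 uM; dox induction, 4 h, 37C/5% CO2; dual luminescence; green/red ratio; MG132 control.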
B2AR arrestin: qHTS assay of beta-arrestin-biased ligands of beta2-adrenergic receptor | Beta-2 adrenergic receptor (Homo sapiens), P07550 | beta-arrestin recruitment to beta2AR, cell-based reporter | Potency, µM (doses to about 46.1 µM), without a hit: at the top dose activation, most hits filed as activators | 330,000 tested, 0.02% active | AID 492947, 2010;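 further: potency means the concentration at half of the fitted maximal effect; 0% = DMSO controls and full agonism = EC100 isoproterenol or metaproterenol; nearly all actives have a fitted effect of over 65% in size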
uPA generation: qHTS for Inhibitors of Cell Surface uPA Generation; 330,000 tested, 0.31% active; AID 540303, 2011; Potency, µM (doses to about 38.3 µM), without a hit: top-dose activity change, negative = inhibition, hits mostly inhibitors; cell surface uPA generation assay, qHTS; active means well fitted inhibition curve with a large enough effect; inconclusive means small, poorly fitted or top-dose-only effect; inactive means no such curve, though single readings can be large or run the other way; tested in mouse RAW 264.7 cells; further: potency means the concentration at half of the fitted maximal effect; nearly all actives have a fitted effect of over 55% in size
KCNH2 3.1 inh: qHTS for Inhibitors of KCHN2 3.1: Mutant qHTS. Potassium voltage-gated channel subfamily H member 2, brain isoform KCNH2 3.1 (human). U2OS KCNH2 3.1, thallium flux FluxOr; active compounds read low. activity change, % (tested at about 1.8 µM). 340,000 tested, 0.95% active. AID 720553, 2013;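 active means maximum activity change below -70%; inconclusive means maximum activity change from -70% to -50%; inactive means maximum activity change above -50%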;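 further: thallium influx rate constant from kinetic fluorescence after stimulation buffer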
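Normalized rate constant (relative to positive and negative DMSO controls) derived from a 2 min kinetic fluorescence read after stimulation; U2OS cells expressing the 3.1 isoform via virus at 1.77 x 10^8 /mL.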
* = called active by the depositor; & = joins results of further samples; [ ] = another dose, or the depositor's remark. Unless noted, the call rests on the fitted dose curve; in most records, active means well fitted curve in the direction sought with a large enough effect; inconclusive means small, poorly fitted or top-dose-only effect, or another doubt; inactive means no such curve, though single readings can be large; an effect the other way counts as inactive or inconclusive. Unless noted, on the % scale 0 is the no-effect control and ±100 the full control effect.

What do the screens show for `O=C(Nc1ccc(S(=O)(=O)N2CCOCC2)cc1)c1cccc([N+](=O)[O-])c1`?
KCNH2 WT inh: 18; USP2a block: 0%; GALK inh: -9%; Eya2 inh: 8%; Giardia killer: -22; FBPA coupling cs: -1; PKM2 activator: 0%; Chronic BCR inh: inconclusive; B2AR arrestin: 0.5%; uPA generation: -1%; KCNH2 3.1 inh: -3

What do the screens show for `CSc1ccc(S(=O)(=O)NCC(=O)OCC(=O)N(C)CC(=O)Nc2ccccc2Cl)cc1[N+](=O)[O-]`?
KCNH2 WT inh: -1; USP2a block: 0%; Eya2 inh: -11%; Giardia killer: -4; Chronic BCR inh: 2%; B2AR arrestin: 0.0%; uPA generation: -11%; KCNH2 3.1 inh: 9

Results for CCOc1ccc(C(=O)NC(=S)Nc2ccc(NC(=O)C(C)C)cc2)cc1[N+](=O)[O-] ?
KCNH2 WT inh: -5; USP2a block: -1%; GALK inh: 3%; Eya2 inh: 5%; Giardia killer: 7; FBPA coupling cs: 4; PKM2 activator: -2%; Chronic BCR inh: inconclusive; B2AR arrestin: 0.3%; uPA generation: 17%

Results for O=C(/C=C/c1cn(-c2ccccc2)nc1-c1cccnc1)c1ccco1 ?
KCNH2 WT inh: 13; USP2a block: 8%; GALK inh: -7%; Eya2 inh: -14%; Giardia killer: -6; FBPA coupling cs: 0; PKM2 activator: 18%; Chronic BCR inh: inconclusive; B2AR arrestin: -0.3%; uPA generation: -5%; KCNH2 3.1 inh: -8

How did Cc1[nH]nc2c1C(c1c[nH]c3ccccc13)C(C#N)=C(N)O2 (stereo unspecified) do in these assays?
KCNH2 WT inh: 6; USP2a block: 0%; GALK inh: 2%; Eya2 inh: 17%; Giardia killer: -7; FBPA coupling cs: 0; PKM2 activator: 6%; Chronic BCR inh: inconclusive; B2AR arrestin: -1.1%; uPA generation: 2%; KCNH2 3.1 inh: 1

How did Cc1cc(C)n2nc(SCC(=O)Nc3ccccc3C)nc2n1 do in these assays?
KCNH2 WT inh: 1; USP2a block: 2%; GALK inh: 5%; Eya2 inh: -14%; Giardia killer: -1; FBPA coupling cs: 0; Chronic BCR inh: 7%&0%; B2AR arrestin: -0.8%; uPA generation: -2%; KCNH2 3.1 inh: 32

Results for Cc1nc2c(cnn2-c2ccccc2)c(=O)[nH]1 ?
KCNH2 WT inh: -8; USP2a block: 1%; GALK inh: 3%; Eya2 inh: -6%; Giardia killer: -3; FBPA coupling cs: 2; PKM2 activator: -4%; Chronic BCR inh: 5%; B2AR arrestin: -0.2%; uPA generation: 3%; KCNH2 3.1 inh: -1

How did CCc1c(C)c2ccc(OCC(N)=O)cc2oc1=O do in these assays?
KCNH2 WT inh: -13; USP2a block: 0%; GALK inh: -1%; Eya2 inh: -7%; Giardia killer: -13; FBPA coupling cs: 1; PKM2 activator: -7%; Chronic BCR inh: inconclusive; B2AR arrestin: 0.1%; uPA generation: -3%; KCNH2 3.1 inh: 15

What do the screens show for `Cc1ccc2oc(C(=O)Nc3nonc3C)c(C)c2c1`?
KCNH2 WT inh: -8; USP2a block: 1%; GALK inh: -2%; Eya2 inh: -8%; Giardia killer: -19; FBPA coupling cs: -4; PKM2 activator: -2%[0.46 µM]; Chronic BCR inh: -8%; B2AR arrestin: 0.1%; uPA generation: -1%; KCNH2 3.1 inh: -8

What do the screens show for `COc1ccc(-c2cc(C(F)(F)F)nc(NCc3cccs3)n2)cc1`?
KCNH2 WT inh: -5; USP2a block: 1%; Eya2 inh: -13%; Giardia killer: 1; FBPA coupling cs: -6; PKM2 activator: 3%; Chronic BCR inh: 9%; B2AR arrestin: 0.0%; uPA generation: 7%; KCNH2 3.1 inh: -14

What do the screens show for `CCc1ccc(C2C3=C(CC(C)(C)CC3=O)Nc3c2c(=O)[nH]c2nc(C)nn32)cc1` (stereo unspecified)?
KCNH2 WT inh: 2; USP2a block: 0%; GALK inh: -3%; Eya2 inh: -5%; Giardia killer: -10; FBPA coupling cs: -2; PKM2 activator: -7%; Chronic BCR inh: -1%; B2AR arrestin: -1.1%; KCNH2 3.1 inh: -2

What do the screens show for `CCOc1ccc(CN2CCN(c3cc(C)nc4c5c(C)cc(C)nc5nn34)CC2)cc1`?
USP2a block: 2%; GALK inh: -1%; Eya2 inh: 1%; FBPA coupling cs: 0; PKM2 activator: 1%; Chronic BCR inh: 4%; B2AR arrestin: -0.2%

Results for COc1cc2c(cc1OC)C(C(=O)O)C(c1cc(Br)c(O)c(OC)c1)N(C)C2=O (stereo unspecified) ?
KCNH2 WT inh: -9; USP2a block: 2%; GALK inh: 3%; Eya2 inh: 19%; Giardia killer: -18; FBPA coupling cs: 11; PKM2 activator: 1%; Chronic BCR inh: 0%; B2AR arrestin: -1.0%; uPA generation: 4%; KCNH2 3.1 inh: -5

How did COc1ccc(-c2nc(CSCC(=O)N3CCN(c4cccc(C)c4)C(C)C3)c(C)o2)cc1OC (stereo unspecified) do in these assays?
KCNH2 WT inh: -12; USP2a block: -10%; GALK inh: -1%; Eya2 inh: 2%; Giardia killer: 7; FBPA coupling cs: -9; PKM2 activator: 11%; Chronic BCR inh: -12%; B2AR arrestin: 1.6%; uPA generation: inconclusive; KCNH2 3.1 inh: -1

Results for CCCCn1c(N)c(N(CCOC)C(=O)COC(=O)COc2ccccc2C#N)c(=O)[nH]c1=O ?
KCNH2 WT inh: -5; USP2a block: -1%; Eya2 inh: 6%; Giardia killer: -15; Chronic BCR inh: -2%; B2AR arrestin: 0.2%; uPA generation: -12%; KCNH2 3.1 inh: 6

Results for CCCCCCCCCCCC(=O)N/N=C/c1ccco1 ?
KCNH2 WT inh: -6; USP2a block: 4%; GALK inh: -2%; Eya2 inh: 4%; Giardia killer: -5; FBPA coupling cs: 1; PKM2 activator: 2%; Chronic BCR inh: -1%; B2AR arrestin: 0.2%; uPA generation: 0%; KCNH2 3.1 inh: -9

What do the screens show for `CSc1ccc(C2=CC(=O)C[C@H](c3ccc(F)cc3)C2)cc1`?
KCNH2 WT inh: 4; USP2a block: -7%; Eya2 inh: -7%; Giardia killer: 4; Chronic BCR inh: inconclusive; B2AR arrestin: 0.2%; uPA generation: 15%; KCNH2 3.1 inh: 1

How did O=C(COC(=O)c1ccccc1Cl)NC1CCCCCCC1 do in these assays?
KCNH2 WT inh: 1; USP2a block: 0%; Eya2 inh: 6%; Giardia killer: 11; Chronic BCR inh: -15%; B2AR arrestin: -0.2%; uPA generation: 2%; KCNH2 3.1 inh: -1

How did CCCCc1ccc(Nc2nc(CCC)cc(=O)[nH]2)cc1 do in these assays?
KCNH2 WT inh: -15; USP2a block: 2%; GALK inh: -1%; Eya2 inh: 1%; Giardia killer: -1; FBPA coupling cs: 2; PKM2 activator: -2%; Chronic BCR inh: inconclusive; B2AR arrestin: -0.1%; uPA generation: 1%; KCNH2 3.1 inh: -22

How did CCCn1c(SCC(=O)Nc2c(CC)cccc2CC)nnc1C(C)C do in these assays?
KCNH2 WT inh: -11; USP2a block: -1%; GALK inh: -1%; Eya2 inh: -13%; Giardia killer: -9; FBPA coupling cs: -1; PKM2 activator: -1%; Chronic BCR inh: -14%; B2AR arrestin: 0.3%; uPA generation: 7%; KCNH2 3.1 inh: -44

How did Cc1ccccc1NC(=O)CSc1nc2[nH]c(=O)cc(O)c2s1 do in these assays?
KCNH2 WT inh: -47; USP2a block: 2%; Eya2 inh: 35%; Giardia killer: -16; Chronic BCR inh: -14%; B2AR arrestin: -0.1%; uPA generation: 2%; KCNH2 3.1 inh: 0

How did Cc1ccccc1CC(=O)N1CCN(C(=O)c2ccco2)CC1 do in these assays?
KCNH2 WT inh: -7; USP2a block: 3%; GALK inh: 3%; Eya2 inh: 17%; Giardia killer: 2; FBPA coupling cs: 0; PKM2 activator: -3%; Chronic BCR inh: 0%; B2AR arrestin: -0.2%; uPA generation: 8%; KCNH2 3.1 inh: -3

Results for CCOc1ccc(N(C(C)C(=O)Nc2ccc(OC)cc2)S(C)(=O)=O)cc1 (stereo unspecified) ?
KCNH2 WT inh: 8; USP2a block: 2%; GALK inh: 0%; Eya2 inh: 2%; Giardia killer: 1; FBPA coupling cs: 0; PKM2 activator: 2%; Chronic BCR inh: -1%; B2AR arrestin: 0.0%; uPA generation: 6%; KCNH2 3.1 inh: 4
